Bioassay records as filed in PubChem.
KCNH2 3.1 inh: blocks the human KCNH2 3.1 channel isoform | 0.95% of 340,000 active | activity change, % (tested at about 1.8 µM) | U2OS KCNH2 3.1, thallium flux FluxOr; active compounds read low | AID 720553;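 active means maximum activity change below -70%; inconclusive means maximum activity change from -70% to -50%; inactive means maximum activity change above -50%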;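 further: thallium influx rate constant from kinetic fluorescence after stimulation buffer; on the % scale 0 is the no-effect control and ±100 the full control effect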
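Steps: virus added to U2OS suspension (4 h, RT, dark); medium with 10% FBS added, cells plated, 37 C overnight; FluxOr/Red40 loading buffer 45 min RT; stimulation buffer, 2 min kinetic read; rate constant normalized.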
VP16 counter: inhibits Gal4-VP16 luciferase reporter, ROR gamma counter-screen; Drosophila S2 Gal4-VP16 UAS-luciferase, luminescence, 20 h; Potency, µM (titrated, usually from 53.6 µM), inactives show at the highest dose activity, negative = inhibition, most hits filed as inhibitors; 3.5% of 310,000 active; AID 2546;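 further: Gal4-VP16 expression switched on by copper sulfate through the metallothionein promoter; potency means the concentration at half of the fitted maximal effect; on the % scale 0 is the no-effect control and ±100 the full control effect; nearly all actives have a fitted effect of over 50% in size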
Mito fusion yeast: blocks mitochondrial division or promotes mitochondrial fusion. Potency, µM (titrated, usually from 46.1 µM), for the others: top-dose growth rescue (activation), most hits filed as activators. 0.23% of 320,000 active. S. cerevisiae fusion-defective mutant growth rescue, CellTiterGlo 48 h. AID 485298;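 further: potency means the concentration at half of the fitted maximal effect; % of control where 0% means no effect; nearly all actives have a fitted effect of over 45% in size; temperature-sensitive fusion mutants such as fzo1-1 at 37 °C on non-fermentable ethanol glycerol medium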
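Compounds are tested for their ability to restore growth of mitochondrial fusion-defective yeast strains at non-permissive 37C in YPEG medium over 48 hours. Viability is quantified by luciferase luminescence.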
Menin MLL FP TR: menin-MLL binding inhibition, Texas Red mutant peptide | O00255 | Menin + Texas Red MLL mutant peptide, fluorescence polarization | Potency, µM (series often up to 61.6 µM), inactives show at the top dose FP activity change, negative = inhibition, hits mostly inhibitors | 0.23% of 270,000 active | AID 1768; active means well fitted inhibition curve with a large enough effect in the polarisation, with a control signal flat, not every such curve was filed as active; inconclusive means small, poorly fitted or top-dose-only effect, or effect the other way, or a change in a side signal; inactive means no such curve, though single readings can be large or run the other way; the % refers to the polarisation; further: potency means the concentration at half of the fitted maximal effect; % of control where 0% means no effect; many of its hits are not listed in these tables
ELG1 DNA repair: inhibitors of ELG1-dependent DNA repair in HEK293T cells; HEK293T ELG1-luciferase reporter, luminescence, 16 h; DNA damage induced by 5-fluorouridine; Potency, µM (titrated, usually from 46.1 µM), for inactives: at the top dose activity change, negative = inhibition, hits mostly inhibitors; 2.3% of 330,000 active; further: potency means the concentration at half of the fitted maximal effect; on the % scale 0 is the no-effect control and ±100 the full control effect; nearly all actives have a fitted effect of over 55% in size
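5-Fluorouridine DNA damage + compound/DMSO, 2,000 cells/well, 16 h, 37 °C/5% CO2. ONE-Glo, 30 min RT, luminescence. Readout = decrease in reporter signal.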
FLuc counter: inhibits or activates purified firefly luciferase, miR-21 counter-screen; P08659; purified FLuc, Km substrates, luminescence inhibition; Potency, µM (top dose mostly 57.5 µM), for inactives: top-dose activity change, negative = inhibition, actives largely listed as inhibitors; 6.9% of 360,000 active; AID 588342;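 further: potency means the concentration at half of the fitted maximal effect; plate controls were vehicle for no effect and reference inhibitor for full effect; nearly all actives have a fitted effect of over 55% in size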
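Purified P. pyralis luciferase, 10 nM final, with Km-level 10 uM D-luciferin and 10 uM ATP in 50 mM Tris acetate pH 7.5, 10 mM Mg acetate, 0.01% Tween-20, 0.05% BSA; 6-point qHTS titration about 60 µM downward; luminescence read.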
RORgamma inh: inhibitors of mouse ROR gamma transcriptional activity; P51450; Drosophila S2 Gal4-RORgamma UAS-luciferase reporter, 20 h; Potency, µM (series often up to 53.6 µM), for inactives: top-dose activity change, negative = inhibition, hits mostly inhibitors; 5.4% of 310,000 active; AID 2551; further: potency means the concentration at half of the fitted maximal effect; on the % scale 0 is the no-effect control and ±100 the full control effect; nearly all actives have a fitted effect of over 60% in size
Target sequence (P51450 whole entry, looked up, the tested form may be a part): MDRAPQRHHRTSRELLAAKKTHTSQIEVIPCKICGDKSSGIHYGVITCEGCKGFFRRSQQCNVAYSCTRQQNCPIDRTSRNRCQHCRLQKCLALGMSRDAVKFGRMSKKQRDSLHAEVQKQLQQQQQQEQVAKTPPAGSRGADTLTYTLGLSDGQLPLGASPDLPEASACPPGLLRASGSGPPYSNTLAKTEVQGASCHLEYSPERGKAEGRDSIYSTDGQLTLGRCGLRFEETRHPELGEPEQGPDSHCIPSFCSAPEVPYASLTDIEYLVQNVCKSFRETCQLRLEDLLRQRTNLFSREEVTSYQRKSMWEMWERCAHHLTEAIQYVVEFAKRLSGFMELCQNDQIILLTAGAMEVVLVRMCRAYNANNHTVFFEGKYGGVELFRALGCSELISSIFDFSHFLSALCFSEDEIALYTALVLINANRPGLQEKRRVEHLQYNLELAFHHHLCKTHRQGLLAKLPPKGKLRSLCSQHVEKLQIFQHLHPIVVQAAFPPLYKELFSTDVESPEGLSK
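Luminescence from a UAS-regulated Photinus luciferase reporter in stably transfected Drosophila Schneider cells is measured; decreased signal marks ROR gamma inhibition. Fusion expression is induced by 700 uM copper sulfate for 20 hr.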
Rab9 promoter act: Rab9 promoter activation; Potency, µM (titrated, usually from 9.22 µM), without a hit: at the top dose activation, negative = inhibition, hits mostly activators; 2.8% of 320,000 active; Huh7 Rab9 promoter-luciferase reporter, luminescence, 24 h; AID 485297; further: potency means the concentration at half of the fitted maximal effect; % of control where 0% means no effect; nearly all actives have a fitted effect of over 60% in size
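Stable Rab9-luc Huh7, 1500 cells/well, 2 h settle; cmpd in DMSO, 24 h, 37 °C/5% CO2; luciferase reagent 10 min RT; luminescence.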
PKM2 activator: PKM2 (human) enzyme activation | purified PKM2, Kinase-Glo ATP luminescence, activation; response scale: 0% is enzyme alone, no compound | Potency, µM (titrated, usually from 57.5 µM), for the others: at the top dose activation, hits mostly activators | 0.34% of 260,000 active; further: potency means the concentration at half of the fitted maximal effect; on the % scale 0 is the no-effect control and ±100 the full control effect; nearly all actives have a fitted effect of over 55% in size
Target sequence (P14618 whole entry, looked up): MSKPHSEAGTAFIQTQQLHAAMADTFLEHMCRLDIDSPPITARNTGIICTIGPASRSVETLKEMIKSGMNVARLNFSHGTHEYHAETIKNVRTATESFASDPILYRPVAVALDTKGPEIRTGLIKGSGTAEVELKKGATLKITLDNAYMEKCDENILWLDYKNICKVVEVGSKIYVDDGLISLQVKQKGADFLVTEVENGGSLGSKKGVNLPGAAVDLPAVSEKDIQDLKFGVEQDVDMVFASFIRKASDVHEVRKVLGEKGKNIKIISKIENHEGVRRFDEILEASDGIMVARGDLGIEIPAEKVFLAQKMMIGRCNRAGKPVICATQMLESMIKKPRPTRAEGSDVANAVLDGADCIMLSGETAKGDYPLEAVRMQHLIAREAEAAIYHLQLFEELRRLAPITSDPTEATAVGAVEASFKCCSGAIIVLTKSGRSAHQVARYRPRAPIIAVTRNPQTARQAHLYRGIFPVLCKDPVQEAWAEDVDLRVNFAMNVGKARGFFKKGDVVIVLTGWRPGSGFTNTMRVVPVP
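hPK-M2, >95% pure; 0.1 mM ADP / 0.5 mM PEP final; imidazole pH7.2 buffer w/ 7 mM MgCl2, 50 mM KCl; 1 h RT; Kinase-Glo lum. Intermediate enzyme activity for dual inhibitor/activator qHTS.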
MBNL1-CUG inh: MBNL1-poly(CUG) RNA binding inhibition | TR-FRET MBNL1-His/biotin-(CUG)12 binding, 665/545 ratio | Potency, µM (top dose mostly 57.5 µM), without a hit: top-dose activity change, negative = inhibition, most hits filed as inhibitors | 0.036% of 280,000 active; active means well fitted inhibition curve with a large enough effect in the signal ratio, with a control signal flat, not every such curve was filed as active; inconclusive means small, poorly fitted or top-dose-only effect, or effect the other way, or a change in a side signal; inactive means no such curve, though single readings can be large or run the other way; the % refers to the signal ratio; further: potency means the concentration at half of the fitted maximal effect; on the % scale 0 is the no-effect control and ±100 the full control effect
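Compounds (final 92 nM to 58 uM) are added to His-tagged MBNL1 and biotin-(CUG)12, then terbium anti-His antibody and streptavidin-XL665 (5 nM final). After 60 min at room temperature, the 665/545 nm ratio is read.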
NPC1 promoter act: NPC1 promoter activation; Huh7 NPC1 promoter luciferase reporter, 24 h; Potency, µM (highest dose often 9.22 µM), for inactives: at the highest dose activation, actives largely listed as activators; 2.4% of 320,000 active; AID 485313;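 further: potency means the concentration at half of the fitted maximal effect; % of control where 0% means no effect; nearly all actives have a fitted effect of over 60% in size; reporter is driven by a mutant NPC1 promoter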
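Stably transfected Huh7 (NPC1 promoter→luciferase), 1500 cells/well in Opti-MEM + 10% FBS, 2 h settle, then compound 24 h at 37 °C. Luminescence after 10 min with Amplite reagent.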
* = called active by the depositor; ? = inconclusive; . = not tested or not shown; [ ] = another dose, or the depositor's remark. Unless noted, the call rests on the fitted dose curve; in most records, active means well fitted curve in the direction sought with a large enough effect; inconclusive means small, poorly fitted or top-dose-only effect, or another doubt; inactive means no such curve, though single readings can be large; an effect the other way counts as inactive or inconclusive. An excerpt; rates above refer to the full screens.

SMILES	KCNH2 3.1 inh	VP16 counter	Mito fusion yeast	Menin MLL FP TR	ELG1 DNA repair	FLuc counter	RORgamma inh	Rab9 promoter act	PKM2 activator	MBNL1-CUG inh	NPC1 promoter act
COc1ccc(CNC(=O)CCc2nnc3ccc(NCCCN4CCCC4=O)nn23)cc1	-3	-5%	4%	-2%	5%	-1%	6%	-1%	-2%	5%	4%
O=S(=O)(NCCc1csc(-c2cccnc2)n1)c1ccc(F)cc1	-9	-1%	-1%	9%	-3%	1%	0%	1%	-7%	4%	-7%
O=C(c1cc2ccccc2o1)N1CCOCC1	18	.	-3%	.	23%	7%	.	-2%	.	.	9%
COc1ccc(OC)c(NC(=O)CC(NC(C)=O)c2ccccc2)c1 (centres undefined)	1	-19%[10 µM]	-28%	-10%	-1%	-3%	?	-7%	-4%	-1%	-3%
O=C(CSc1n[nH]c(-c2cccnc2)n1)Nc1cccc(Cl)c1	-9	14%	5%	8%	3%	-10%	-24%	6%	.	-1%	-3%
Cc1ccc(NC(=S)NCCc2ccccc2)nc1	-23	5µM*	3%	21%	?	17µM*	0.5µM*	?	-34%	4%	27%
CC1CN(C(=O)CCC(=O)NCCCc2ccccc2)c2ccccc2O1 (centres undefined)	0	-3%	0%	-8%	5%	3%	0%	1%	0%	-10%	-2%
COc1cc(OC)c(C(=S)N2CCCC2)cc1OC	-14	-1%	-2%	-1%	3%	-18%	-34%	4%	-4%	0%	0%
Cc1nc(S(=O)(=O)c2cccc(Cl)c2)nc2c1CCC2	24	9%	5%	1%	10%	4%	7%	-4%	5%	-2%	-2%
O=C(CCC1COc2ccccc2O1)NC1CCCCC1 (centres undefined)	7	5%	5%	7%	29%	?	30%	0%	-1%	-3%	6%
COc1ccc(-n2c(SCC(=O)Nc3ccc(C(=O)O)cc3)nnc2-c2ccccc2)cc1OC	4	-6%	6%	-15%	1%	1%	3%	-1%	.	-6%	0%
COc1ccc(CNCc2ccc3ccccc3c2)c(OC)c1	-98*	8%	-4%	?	-23%	-2%	11%	-1%	-3%	3%	-2%
O=C(CSc1cn(CCNC(=O)c2cccs2)c2ccccc12)NCC1CCCO1 (centres undefined)	1	4%	-6%	10%	-13%	-1%	2%	0%	3%	-7%	1%
Cc1ccc(C(=O)NCCCNc2ccccc2[N+](=O)[O-])cc1	3	-12%	0%	2%	12%	-15%	19%	4%	9%	?	-1%
CCC(C)(C)NC(=O)C(c1ccc(OC)cc1)N(Cc1ccc(OC)cc1)C(=O)CCC(=O)Nc1cc(C)on1 (centres undefined)	14	5%	1%	?	7%	2%	-5%	-1%	-9%	-4%	0%
O=C(OCC(=O)N1CCCC1)c1cc(Cl)ccc1Cl	16	-7%	4%	-10%	?	-4%	-9%	2%	-2%	-4%	3%
CCSCc1nnc(SCC(=O)Nc2nc(C)cs2)n1C	.	-22%	2%	?	-1%	0%	31%	-1%	25%	0%	-4%
Cc1cc(C)c2nc(-c3ccncc3)cc(C(=O)N3CCN(Cc4ccccc4Cl)CC3)c2c1	-1	?	4%	?	?	15µM*	-43%	1%	-1%	9%	-1%
COc1ccc(-c2noc(CN(C(=O)c3c(-c4ccccc4Cl)noc3C)C(C)C)n2)cc1	-13	1%	20%	-16%	?	-1%	18%	-10%	0%	-8%	-3%
CCOC(=O)c1c(S(=O)(=O)Nc2ccccn2)c(C)n(C)c1C	5	-2%	2%	13%	18%	1%	-3%	0%	.	5%	6%
O=C(CN(Cc1ccc(Br)cc1)S(=O)(=O)c1ccccc1)NCc1cccnc1	-48	-4%	3%	0%	?	0%	2%	8%	0%	-3%	0%
NC(=O)c1ccc(NC(=O)CCCN2C(=O)NC3(CCCC3)C2=O)cc1	-9	.	-7%	.	30%	-1%	.	-7%	.	.	1%
Cc1cc(C)cc(NC(=O)C2C3C=CC4(O3)C2C(=O)N(CCCN(C)C)C4C(=O)NC2CCCC(C)C2C)c1 (centres undefined)	-5	1%	2%	-4%	-8%	1%	?	-1%	2%	0%	-1%
Cc1ccccc1OCCCC(=O)Nc1ccccc1C(F)(F)F	4	-8%	4%	?	-5%	-6%	17%	7%	-1%	-2%	-2%
COc1ccc(C2CC(=O)c3cnc(NC(=O)c4cc(OC)cc(OC)c4)nc3C2)cc1 (centres undefined)	-7	15%	8%	-1%	?	0%	13%	7%	-1%	2%	-5%
Following part.
SMILES	KCNH2 3.1 inh	VP16 counter	Mito fusion yeast	Menin MLL FP TR	ELG1 DNA repair	FLuc counter	RORgamma inh	Rab9 promoter act	PKM2 activator	MBNL1-CUG inh	NPC1 promoter act
O=C(c1cc(=O)[nH]c2ccccc12)N1CCN(c2cccc(C(F)(F)F)c2)CC1	-3	8%	-10%	-29%	?	1%	2%	-10%	2%	-3%	-1%
N#Cc1ccc(S(=O)(=O)N2CCN(C(=O)C3CC(=O)N(c4ccc5c(c4)OCCO5)C3)CC2)cc1 (centres undefined)	2	.	-4%	.	8%	.	.	1%	.	.	1%
Nc1nnn(CC(=O)N/N=C/C=C/c2ccccc2)n1	2	13%	2%	.	11%	-6%	18%	-5%	1%	?	-2%
O=C(CCNC(=O)c1ccc(Br)cc1)NNC(=O)c1ccccc1O	2	.	3%	.	4%	-18%	.	-4%	.	.	2%
OC1(c2cccc(C(F)(F)F)c2)CCN(Cc2nnnn2Cc2ccccc2)CC1	6	-10%	-6%	0%	?	1%	2%	2%	4%	-14%	-5%
COc1cc(C(=O)OCCN2CCOCC2)ccc1O	8	0%	1%	5%	7%	7%	7%	-2%	-1%	2%	2%
CCOc1ccc2c(c1)nc(C)n2C	-11	-11%	6%	.	?	-7%	-18%	-1%	-4%	-2%	0%
CCCCn1c(N)c(N(CCOC)C(=O)c2cccc(S(=O)(=O)N(C)c3ccccc3)c2)c(=O)[nH]c1=O	1	.	-5%	.	3%	-6%	.	3%	.	.	1%
CCc1ccccc1NC(=O)CCCN1C(=O)c2cccnc2C1=O	11	-14%	10%	4%	-3%	0%	-9%	2%	.	6%	-3%
CCC(=O)Nc1ccc(Br)cn1	-2	-4%	-1%	18%	4%	2%	-2%	-8%	-2%	-3%	-3%
COCC1CCN(Cc2cn[nH]c2-c2ccc(OC)c(F)c2)C1 (centres undefined)	-38	0%	1%	.	11%	0%	3%	11%	3%	-11%	-1%
O=C(NN1CCOCC1)c1cc(-c2ccc(Br)cc2)nc2ccccc12	-4	3%	-1%	1%	-7%	?	15%	-4%	-4%	11%	-2%
CC(OC(=O)c1cccs1)C(=O)NCCc1ccccc1 (centres undefined)	-6	25%	10%	-1%	2%	5%	-3%	-1%	1%	-6%	4%
COCC1=C(C(=O)OC)C(c2ccco2)n2ncnc2N1 (centres undefined)	8	5%	-3%	.	?	0%	-20%	5%	-10%	-1%	7%
CC1CCN(C(=O)CCc2nc3cc(S(=O)(=O)N(C)C)ccc3n2C)CC1	-7	?	3%	?	?	-2%	36%	-5%	-1%	-7%	-3%
CC(=O)CSc1nnc(-c2ccc(S(=O)(=O)N3CCCC3)cc2)n1C	0	3%	0%	-14%	-7%	-2%	-12%	-1%	.	0%	-6%
COc1cccc(NC(=O)Cc2c(O)c3ccccc3[nH]c2=O)c1	0	-1%	0%	21%	2%	0%	10%	-2%	-3%	2%	-3%
Clc1ccccc1OCc1nc(-c2ccncc2)no1	3	-1%	-4%	17%	?	11µM*	?	2µM*	-7%	3%	2.8µM*
Cc1cccc(N2CCN(Cc3ccc(Br)o3)CC2)c1C	4	-26%	-8%	-20%	15%	?	-2%	-5%	-2%	3%	-4%
NC(=S)NNc1ccnc2cc(Cl)ccc12	-8	-3%	-2%	-1%	-6%	2%	?	-8%	0%	6%	-4%
CCOC(=O)Cc1nc2nc(C)cc(C)n2n1	-5	6%	-2%	-16%	14%	-2%	-1%	-4%	0%	-3%	-2%
O=C(Cn1c(=S)nc2ccccn21)N1CCc2ccccc2C1	-11	6%	-4%	-25%	?	?	33%	?	-1%	12%	?
CN(CC(=O)Nc1ccc(Cl)cc1)C(=O)c1cc(-c2cccs2)nn1-c1ccccc1	-3	.	?	.	-13%	-1%	.	-5%	.	.	-1%
